Bioassay records (PubChem BioAssay)
Rin1-Abl PPI inh = inhibitors of human Rin1-Abl protein interaction; AID 588664; P00519+Q13671; TR-FRET Rin1/Abl binding, biochemical; 360,000 tested, 0.4% active; inhibition, % at 7.35 µM; in the data active means inhibition above about 5%, passing the limit was not always enough
NadD inh = blocks S. aureus nicotinate mononucleotide adenylyltransferase. purified NadD enzyme, colorimetric absorbance read-out. inhibition, % at 20 µM. 360,000 tested, 0.78% active. AID 602399; in the data active means inhibition above about 26%; further: some compounds past the cut are filed as inactive
Neddyl block = inhibitors of human cullin neddylation; P61081+Q13564; 360,000 tested, 0.58% active; calls only at 25 µM; TR-FRET cullin neddylation, biochemical; AID 651699; in the data active means inhibition above about 36%
Target sequence (P61081 whole entry, looked up): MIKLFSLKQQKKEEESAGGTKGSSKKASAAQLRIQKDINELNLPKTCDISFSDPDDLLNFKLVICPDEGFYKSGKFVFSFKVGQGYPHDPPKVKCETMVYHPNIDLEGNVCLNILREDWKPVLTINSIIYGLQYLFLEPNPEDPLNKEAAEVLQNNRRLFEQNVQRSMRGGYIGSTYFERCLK
Target sequence (Q13564 whole entry, looked up): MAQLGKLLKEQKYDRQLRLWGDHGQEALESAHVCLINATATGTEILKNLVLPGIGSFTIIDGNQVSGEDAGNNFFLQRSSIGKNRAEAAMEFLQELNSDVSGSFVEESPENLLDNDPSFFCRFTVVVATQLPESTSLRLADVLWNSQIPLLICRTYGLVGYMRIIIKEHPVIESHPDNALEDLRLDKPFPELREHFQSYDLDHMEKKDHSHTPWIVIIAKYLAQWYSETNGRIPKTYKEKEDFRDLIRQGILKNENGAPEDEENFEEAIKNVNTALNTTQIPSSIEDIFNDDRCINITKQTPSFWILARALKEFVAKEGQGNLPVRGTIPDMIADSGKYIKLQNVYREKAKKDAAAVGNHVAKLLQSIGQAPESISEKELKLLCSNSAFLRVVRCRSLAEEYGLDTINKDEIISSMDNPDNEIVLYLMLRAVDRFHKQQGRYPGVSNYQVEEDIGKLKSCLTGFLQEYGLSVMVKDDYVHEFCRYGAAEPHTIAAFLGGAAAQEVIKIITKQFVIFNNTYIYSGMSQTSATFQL
CSN deneddyl inh = CSN deneddylation inhibition | Purified CSN, SCF-Nedd8-OG deneddylation, fluorescence polarization | Q92905 | 360,000 tested, 0.38% active | inhibition, % at 12.5 µM | AID 651999;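 active means pattern-corrected inhibition above about 35%, with an unprinted fluorescence ratio check between 0.5 and 1.5, limit read from the data, passing the limit was not always enough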;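 further: 0% = enzyme with substrate and 100% = substrate without enzyme; some results filed as inactive read as strong as hits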
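Assay system: purified human Csn5 enzyme expressed in HEK293T cells; Input: 0.24 nM Csn5 enzyme, final concentration; Reagent: 10 nM SCFSkp2-Nedd8OG; Compound dosing: 12.5 µM single point; Times: reaction 90 min, room temperature; Technique: fluorescence polarization readout.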
SKN-1 block = C. elegans SKN-1 inhibition; C. elegans VP596 Pgst-4::GFP/RFP ratio, acrylamide-induced, 24 h; inhibition, % at 21.8 µM; 360,000 tested, 0.49% active;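 active means interference check ratio from 0.5 to 1.5 plus GFP to RFP signal ratio inhibition reaching or exceeding a fixed threshold, cut at about 30% in these data, passing the limit was not always enough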; further: some compounds called inactive have numbers as strong as hits
PABP1 MLLE inh = inhibitors of microRNA-mediated deadenylation, human PABP1 MLLE binding; P11940; GST-MLLE / FITC-PAM2 fluorescence polarization; inhibition, % at 20 µM; 360,000 tested, 0.36% active; AID 588489; in the data active means inhibition above about 35%, passing the limit was not always enough;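 further: plate controls were DMSO wells with GST-MLLE for no effect and wells lacking GST-MLLE protein for full effect; some results filed as inactive read as strong as hits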
MT1-MMP act inh = blocks activation of human MT1-MMP; P50281; HT1080 RFP-PRO-GFP cells, GFP/RFP ratio fluorescence, overnight; percent of plate control window, DMSO zero; GFP/RFP ratio change, % at 20 µM; 360,000 tested, 0.061% active; AID 651647;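 active means GFP/RFP ratio change of at least 30% with cell ATP level not reduced by more than half and red fluorescence within 50% of control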; further: strong numbers were not always called active
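Test system: HT1080 cells expressing an RFP-PRO-GFP fluorescent reporter construct / Compound dosing: single-point 20 µM compound, 1% DMSO / Schedule: cells overnight before dosing, compound overnight, 37 °C, 5% CO2 / Evaluation: GFP/RFP fluorescence ratio / Control set: DMSO and RFP-L50D-GFP cell wells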
FAS TE block = blocks the thioesterase domain of human fatty acid synthase | P49327 | recombinant FAS-TE, OMFH fluorogenic substrate, fluorescence endpoint | inhibition, % at 15 µM | 360,000 tested, 0.67% active;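 active means compounds whose normalised, plate-corrected inhibition of enzyme fluorescence in the single-dose primary screen is 50% or more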;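 further: 0% = DMSO with enzyme and 100% = substrate without enzyme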
Rpn11 inh = Rpn11 (human) deubiquitinase inhibition. O00487. human 26S proteasome, Ub4-pepOG fluorescence polarization; 20S core pre-blocked with epoxomicin. calls only at 20 µM. 360,000 tested, 0.59% active. AID 588493;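 active means inhibition at 20 µM, scaled to each plate's controls, above about 33%, limit read from the data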
Target sequence (O00487 whole entry, looked up): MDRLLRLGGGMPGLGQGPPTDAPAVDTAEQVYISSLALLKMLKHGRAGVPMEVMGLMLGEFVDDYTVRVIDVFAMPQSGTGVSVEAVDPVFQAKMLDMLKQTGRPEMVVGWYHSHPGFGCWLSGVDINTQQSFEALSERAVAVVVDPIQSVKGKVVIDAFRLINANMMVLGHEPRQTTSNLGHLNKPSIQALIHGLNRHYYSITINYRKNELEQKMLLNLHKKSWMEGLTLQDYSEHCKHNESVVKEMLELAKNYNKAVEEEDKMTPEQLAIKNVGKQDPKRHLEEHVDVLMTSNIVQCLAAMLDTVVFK
Numbers without * were called inactive; i = inactive; + = active, no number.

# | SMILES | CSN deneddyl inh | Rin1-Abl PPI inh | NadD inh | Neddyl block | SKN-1 block
1 | CC(C[N+](C)(C)C)OC(N)=O (centres undefined) | -6 | 7 | 2 | i | 2
2 | Cc1cc(N2CCN(c3ccc(F)cc3)CC2)nc(-c2ccccc2)n1 | -2 | -2 | -7 | i | 3
3 | COc1ccc(C(=O)N(C)C2CCCc3ccccc32)cc1OC1CCN(C(C)C)CC1 (centres undefined) | 5 | -3 | -14 | i | 1
4 | CN(C)S(=O)(=O)c1cccc(C(=O)Nc2ccc(C(=O)Nc3cccc(S(N)(=O)=O)c3)cc2)c1 | 3 | 4 | -2 | i | 15
5 | O=C1CC(C2CCCO2)C(=O)N1c1ccc(Cl)c(Cl)c1 (centres undefined) | -4 | 2 | -6 | i | 2
6 | O=C(CC1CCCC1)Nc1cc(C(F)(F)F)ccc1-n1cncn1 | 1 | 2 | -4 | i | 6
7 | CC(C)C(NC(=O)c1ccc(F)cc1)C(=O)N1CCN(c2ccccn2)CC1 (centres undefined) | 1 | 4 | -6 | i | 2
8 | O=C1CC(NNc2ccccc2)C(=O)N1c1ccccc1 (centres undefined) | -7 | 0 | -3 | i | -5
9 | COC(=O)c1c(NC(=O)COC(=O)c2ccccc2O)sc2c1CCCCC2 | -5 | 3 | 2 | i | 2
10 | COc1ccc(-c2nnc3n2-c2ccccc2SC3)cc1OC | -5 | -3 | 2 | i | 0
11 | O=c1/c(=C/c2ccc(CNS(=O)(=O)c3ccccc3)o2)sc2n1CCN=2 | 8 | 0 | 5 | i | 6
12 | C=CCSc1nc2ccccc2n1Cc1nnc(-c2cccs2)o1 | 0 | 2 | 4 | i | 25

# | Rpn11 inh | MT1-MMP act inh | FAS TE block | PABP1 MLLE inh
1 | i | 3 | -2 | 10
2 | i | 0 | 23 | 1
3 | i | -2 | -8 | -5
4 | i | 1 | 3 | -16
5 | i | -1 | -3 | 3
6 | i | -2 | 6 | 0
7 | i | -3 | -7 | 10
8 | i | 3 | -8 | 9
9 | i | 2 | 15 | 3
10 | i | -5 | -5 | -6
11 | i | -4 | -9 | 25
12 | i | 2 | -5 | -86

Structural class, those above containing a thiophene ring, fused or not (two)
# | SMILES | CSN deneddyl inh | Rin1-Abl PPI inh | NadD inh | Neddyl block | SKN-1 block
9 | COC(=O)c1c(NC(=O)COC(=O)c2ccccc2O)sc2c1CCCCC2 | -5 | 3 | 2 | i | 2
12 | C=CCSc1nc2ccccc2n1Cc1nnc(-c2cccs2)o1 | 0 | 2 | 4 | i | 25

# | Rpn11 inh | MT1-MMP act inh | FAS TE block | PABP1 MLLE inh
9 | i | 2 | 15 | 3
12 | i | 2 | -5 | -86

New compounds follow.
# | SMILES | CSN deneddyl inh | Rin1-Abl PPI inh | NadD inh | Neddyl block | SKN-1 block
13 | COc1ccc(NC(=O)c2c(Cl)n(C)c3ccccc23)cc1 | 5 | -2 | -8 | i | 7
14 | CCOC(=O)/C(N=Nc1sc(C(=O)OC)c(C)c1C(=O)OCC)=C(\O)CCl | 6 | -3 | -4 | i | 11
15 | COc1cccc(NC(=S)C(C#N)=C2N(C)c3ccccc3N2C)c1 | 5 | 5 | 0 | i | -4
16 | O=c1[nH]cnc2c1N=C(c1cccc([N+](=O)[O-])c1)CC(c1ccccc1)N2 (centres undefined) | -1 | 0 | 1 | i | -8
17 | COc1ccc(C(=O)n2nc(-c3ccco3)nc2N)cc1OC | -2 | -3 | -5 | i | 5
18 | COc1ccc(NS(=O)(=O)c2cc(NC(=O)/C=C/c3ccccc3OC)ccc2N2CCCCC2)cc1 | 3 | -3 | 29 | i | 0
19 | CN1C(=O)C(CCC(=O)O)NC1=S (centres undefined) | -3 | 3 | 0 | i | -3
20 | CCOc1ccccc1NC(=O)c1cccc(NC(=O)C(C)C)c1 | 3 | 1 | -3 | i | 12
21 | Cc1ccc(-n2cc(CCCCCCCCC(=O)O)nn2)cc1 | -3 | 3 | -8 | i | 16
22 | CC(=O)N1C(C(=O)O)Cc2c([nH]c3ccccc23)C1C (centres undefined) | 2 | 1 | -5 | i | 23
23 | c1ccc2nc(NN=C3CCCCC3)ccc2c1 | 3 | 0 | 10 | i | 2
24 | Cc1cccc(NC(=O)c2cc(NC(=O)C3CCCCC3C(=O)O)ccc2Cl)n1 (centres undefined) | -1 | -1 | -2 | i | 24

# | Rpn11 inh | MT1-MMP act inh | FAS TE block | PABP1 MLLE inh
13 | i | 2 | 5 | -1
14 | i | -2 | 2 | 18
15 | i | 1 | -3 | 5
16 | i | 1 | 5 | 0
17 | i | 6 | 1 | -2
18 | i | -1 | 26 | -13
19 | i | 0 | -5 | -5
20 | i | 1 | -6 | -20
21 | i | 13 | -15 | 3
22 | i | 1 | -6 | 11
23 | i | -7 | 3 | -17
24 | i | 4 | 2 | -1

New compounds follow
# | SMILES | CSN deneddyl inh | Rin1-Abl PPI inh | NadD inh | Neddyl block | SKN-1 block
25 | O=C(O)CSCc1c(F)cccc1Cl | -4 | -1 | 1 | i | -6
26 | COc1ccc(C/C(C)=N/NC(=O)c2ccncc2)cc1 | -1 | -2 | 8 | i | -2
27 | COc1ccc(-c2cc3ccc(OC(C)C(=O)O)cc3oc2=O)cc1 (centres undefined) | -2 | 0 | 2 | i | -8
28 | O=C(CCc1ccccc1)NNC(=O)Nc1ccc(F)c(Cl)c1 | -2 | -3 | 1 | i | 4
29 | CCc1cc(C(=O)N2CCN(S(=O)(=O)c3ccccc3F)CC2)sc1C | 0 | 3 | -1 | i | -15
30 | CCOC(=O)C1=C(C)NC(=S)NC1C (centres undefined) | 3 | 0 | -2 | i | 1
31 | CN(C(=O)CSc1nnc(Cc2cccc3ccccc23)n1N)C1CCS(=O)(=O)C1 (centres undefined) | -2 | -4 | 3 | i | -14
32 | COc1ccc(NC(=O)c2ccc(N3C(=O)C4CC=C(C)CC4C3=O)cc2)c(OC)c1 (centres undefined) | 2 | -3 | -3 | i | -3
33 | C[C@H](O)[C@@H]1C(=O)N2CCc3c([nH]c4ccccc34)[C@@H]2C[C@@H]1N(C)Cc1ccc(Cl)cc1 | -1 | -1 | 6 | + | 18
34 | N#Cc1ccccc1COc1ccc(/C=C/C(=O)O)cc1 | -3 | 0 | 1 | i | 17
35 | CCOC(=O)N1CCC(NC(=O)c2cc(C(=O)Nc3ccc(S(=O)(=O)N4CCOCC4)cc3)ccc2CO)CC1 | 2 | 2 | -3 | i | -1
36 | COc1ccc(-c2csc(N3CCC(C(N)=O)CC3)n2)cc1 | 2 | -3 | -2 | i | 18

# | Rpn11 inh | MT1-MMP act inh | FAS TE block | PABP1 MLLE inh
25 | i | 5 | -5 | -6
26 | i | 3 | -12 | 14
27 | i | -20 | -6 | 3
28 | i | -4 | 26 | 2
29 | i | 4 | 9 | 12
30 | i | 0 | -7 | -128
31 | i | -2 | -4 | -102
32 | i | -2 | 6 | -9
33 | i | -39 | 22 | 2
34 | i | -3 | -2 | -7
35 | i | 6 | -15 | 13
36 | i | -4 | 6 | 3

Looked up by structure from the list above, 5 records:
# | SMILES | CSN deneddyl inh | Rin1-Abl PPI inh | NadD inh | Neddyl block | SKN-1 block
34 | N#Cc1ccccc1COc1ccc(/C=C/C(=O)O)cc1 | -3 | 0 | 1 | i | 17
31 | CN(C(=O)CSc1nnc(Cc2cccc3ccccc23)n1N)C1CCS(=O)(=O)C1 (centres undefined) | -2 | -4 | 3 | i | -14
28 | O=C(CCc1ccccc1)NNC(=O)Nc1ccc(F)c(Cl)c1 | -2 | -3 | 1 | i | 4
32 | COc1ccc(NC(=O)c2ccc(N3C(=O)C4CC=C(C)CC4C3=O)cc2)c(OC)c1 (centres undefined) | 2 | -3 | -3 | i | -3
26 | COc1ccc(C/C(C)=N/NC(=O)c2ccncc2)cc1 | -1 | -2 | 8 | i | -2

# | Rpn11 inh | MT1-MMP act inh | FAS TE block | PABP1 MLLE inh
34 | i | -3 | -2 | -7
31 | i | -2 | -4 | -102
28 | i | -4 | 26 | 2
32 | i | -2 | 6 | -9
26 | i | 3 | -12 | 14

(more compounds)
# | SMILES | CSN deneddyl inh | Rin1-Abl PPI inh | NadD inh | Neddyl block | SKN-1 block
37 | COc1ccc(OC)c(/C=N/NC(=O)c2cc[n+](CC(=O)c3ccccc3)cc2)c1 | 1 | -1 | -6 | i | -3
38 | COc1ccc(C(=O)N(Cc2ccccc2)c2cccc(C)c2)cc1S(=O)(=O)N1CCOCC1 | -3 | 4 | 3 | i | 26
39 | Cc1cc(N2CCN(c3ncccn3)CC2)nc2c(C)cccc12 | -1 | -2 | -6 | i | -12
40 | Cc1ccc(C(=O)N/C(=C\c2cn(C)c3ccccc23)C(=O)N2CCOCC2)cc1 | -1 | 2 | 0 | i | 16
41 | Cc1ccc(Cn2nc(C)c(C(=O)NCC(c3ccc(F)cc3)N3CCOCC3)c2Cl)cc1 (centres undefined) | 0 | 1 | 0 | i | -4
42 | COC(=O)c1ccc2c(=O)n(NC(=O)C(c3ccccc3)c3ccccc3)c(=S)[nH]c2c1 | 2 | -4 | 11 | i | -27
43 | O=C(NC(=S)Nc1ccccc1N1CCCC1)c1ccccc1[N+](=O)[O-] | -2 | -2 | 7 | i | 0
44 | N#Cc1cc2c(nc1SCC(N)=O)CCCCC2 | -4 | 4 | -3 | i | 3
45 | Cc1cc(C)cc(CN2C(=O)NC3(CCCCCC3)C2=O)c1 | 6 | 0 | -3 | i | 0
46 | Cc1nc(C(F)(F)F)ccc1C(=O)N1CCCC(C)(C(=O)O)C1 (centres undefined) | 2 | -4 | 4 | i | -9
47 | Cc1ccc(C(=O)Nc2ccc(C)c(S(=O)(=O)N3CCOCC3)c2)c(C)c1 | -5 | -1 | 0 | i | 2
48 | CC(C)CN(CC(C)C)S(=O)(=O)N1CCC(C(=O)NCc2cccnc2)CC1 | 3 | 2 | -2 | i | -4

# | Rpn11 inh | MT1-MMP act inh | FAS TE block | PABP1 MLLE inh
37 | i | 2 | -11 | 7
38 | i | 3 | 8 | -9
39 | i | -3 | 20 | 8
40 | i | -4 | -2 | -11
41 | i | 5 | 11 | 18
42 | i | 1 | -2 | 38*
43 | i | 5 | 19 | 29
44 | i | 0 | -3 | -6
45 | i | -4 | -5 | 1
46 | i | -1 | -7 | -2
47 | i | -2 | 4 | 12
48 | i | -1 | -4 | 2

Later entries
# | SMILES | CSN deneddyl inh | Rin1-Abl PPI inh | NadD inh | Neddyl block | SKN-1 block
49 | O=C(c1cc(-c2ccccc2)on1)N1CCN(C(=O)c2ccco2)CC1 | -2 | 2 | 0 | i | -1
50 | OCC[C@H]1C[C@H](O)[C@@H](O)[C@@]2(OCc3ccccc32)O1 | 0 | 0 | -1 | i | 6
51 | Cc1ccc(CCNC(=O)C(C)n2nc(C)c3c(C)n(-c4ccccc4)nc3c2=O)cc1 (centres undefined) | -3 | -1 | 0 | i | -6
52 | Cc1ccc(S(=O)(=O)N2CCN(C(=O)CSc3nnc(C)s3)C2)cc1 | -2 | 0 | 1 | i | -1
53 | CC1(C)CC(=O)c2c(-c3cccnc3)n[nH]c2C1 | 0 | -1 | 1 | i | -17
54 | CN(C[C@H](Cc1ccccc1)N(C[C@@H](CC1CCCCC1)N(CCc1ccccc1)N=O)N=O)N=O | 0 | 2 | -4 | i | 5

# | Rpn11 inh | MT1-MMP act inh | FAS TE block | PABP1 MLLE inh
49 | i | 4 | -5 | -9
50 | i | -1 | -8 | 9
51 | i | 3 | 0 | 11
52 | i | -1 | 1 | -2
53 | i | -2 | -7 | -1
54 | i | -3 | 18 | -4
